MrgX1 antag – antagonists of human MrgX1 receptor, primary screen, HEK293 cells, Fluo-4 calcium flux. Mas-related G-protein coupled receptor member X1 (Homo sapiens), Q96LB2. BAM8-22 antagonism; active compounds read low. B-score at 10 µM. 310,000 compounds, 1.3% hits. AID 588676, 2011;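 active means calcium-response B-score plate-corrected more than 3 library SD below zero, starting fluorescence within 5 deviations, no agonist response on first addition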;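 further: peak minus trough fluorescence over baseline after final BAM8-22 challenge near maximal dose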
MrgX1 PAM – positive allosteric modulators of MrgX1, primary screen, HEK293 cells, Fluo-4 calcium flux; FDSS; active compounds read high; B-score at 10 µM; 310,000 compounds, 0.63% hits;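 active means plate-corrected calcium response at least 3 library SD above typical, normal starting fluorescence, not activating the receptor alone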;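 further: compound read alongside a low EC10 to EC30 dose of BAM8-22 agonist; peak minus trough fluorescence over baseline measured at the second addition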
ANO1 block – TMEM16A chloride channel inhibitors, primary screen, cell-based, HTS; HEK293 TMEM16A/YFP iodide influx fluorescence, ionomycin; normalized B-score (activity score, 25-100; higher = stronger inhibition) at 10 µM; AID 588511, 2011; 310,000 compounds, 1.2% hits; Anoctamin-1 (Mus musculus), Q8BHY3;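 active means ratio plate-corrected score three or more library SD toward inhibition, starting fluorescence score within five deviations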;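 further: score derived from kinetic fluorescence span divided by baseline fluorescence per well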
Target sequence (Q8BHY3 whole entry, looked up): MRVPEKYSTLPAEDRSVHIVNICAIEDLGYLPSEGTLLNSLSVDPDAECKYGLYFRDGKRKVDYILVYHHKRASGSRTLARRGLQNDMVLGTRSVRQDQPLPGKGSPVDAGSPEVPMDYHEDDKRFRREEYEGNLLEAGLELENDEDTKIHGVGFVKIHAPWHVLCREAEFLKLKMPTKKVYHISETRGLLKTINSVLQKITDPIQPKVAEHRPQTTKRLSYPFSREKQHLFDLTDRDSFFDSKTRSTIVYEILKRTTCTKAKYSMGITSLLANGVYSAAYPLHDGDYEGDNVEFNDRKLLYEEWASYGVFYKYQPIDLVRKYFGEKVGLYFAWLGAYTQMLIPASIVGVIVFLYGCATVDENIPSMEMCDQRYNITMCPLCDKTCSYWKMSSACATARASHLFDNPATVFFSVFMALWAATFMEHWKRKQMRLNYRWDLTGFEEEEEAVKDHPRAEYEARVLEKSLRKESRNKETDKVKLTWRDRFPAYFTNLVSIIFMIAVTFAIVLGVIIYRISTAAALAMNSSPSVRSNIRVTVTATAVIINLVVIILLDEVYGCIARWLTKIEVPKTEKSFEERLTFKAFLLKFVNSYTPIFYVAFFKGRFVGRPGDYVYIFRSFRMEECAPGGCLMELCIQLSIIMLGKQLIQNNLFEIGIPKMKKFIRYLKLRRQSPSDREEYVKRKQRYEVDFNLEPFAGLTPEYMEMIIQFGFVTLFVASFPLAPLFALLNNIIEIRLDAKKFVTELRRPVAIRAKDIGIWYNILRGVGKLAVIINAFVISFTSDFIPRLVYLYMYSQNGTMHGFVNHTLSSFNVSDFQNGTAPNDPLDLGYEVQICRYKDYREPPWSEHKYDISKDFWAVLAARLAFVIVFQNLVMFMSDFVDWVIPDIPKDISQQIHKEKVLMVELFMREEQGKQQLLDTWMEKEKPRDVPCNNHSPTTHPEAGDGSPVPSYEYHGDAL
TRPC4 agonist – activators of mouse TRPC4 channel, primary screen, Fluo4 calcium, HEK293 TRPC4beta/mu-opioid cells; AID 2237, 2010; Fluo4 calcium fluorescence; active compounds read high; B-score at 10 µM; Short transient receptor potential channel 4 (Mus musculus), Q9QUQ5; 310,000 compounds, 0.49% hits;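 active means B-score above 5 SD of library B-scores, and initial fluorescence ratio not above library mean plus 5 SD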;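 further: positive B-score marks a calcium rise read as TRPC4 activation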
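Technique: kinetic Fluo4 calcium fluorescence; Test system: TRPC4beta and mu-opioid receptor HEK293 stable cells; Measure: B-scored integrated calcium fluorescence ratio; Benchmarks: low control buffer alone, high control maximal DAMGO; Schedule: 45 min room-temperature Fluo4 loading, 110 s read.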
TRPC4 inh – inhibitors of mouse TRPC4 channel, primary screen, Fluo4 calcium, HEK293 TRPC4beta/mu-opioid cells; Short transient receptor potential channel 4 (Mus musculus), Q9QUQ5; DAMGO-evoked Fluo4 calcium flux; active compounds read low; B-score at 10 µM; 300,000 compounds, 0.39% hits;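 active means B-score over 3 SD under the library average, no early fluorescence shift, positive overall ratio signal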
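Assay system: HEK293 cells with stable TRPC4beta plus mu-opioid receptor expression. Dosing: single dose. Measured by: Fluo4 Ca2+ flux fluorescence. Also added: DAMGO in two steps, submaximal then maximal. Read-out: B score from integrated Fluo4 fluorescence ratio.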
TRPC6 activator – mouse TRPC6 channel activators, primary screen, cell-based, HEK293, membrane potential dye; B-score at 10 µM; 310,000 compounds, 0.13% hits; HEK293-TRPC6 membrane potential dye fluorescence; active compounds read high; Short transient receptor potential channel 6 (Mus musculus), Q61143;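 active means B-score of the integrated fluorescence ratio above library mean plus 3 SD, and starting fluorescence ratio within library mean plus 5 SD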;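 further: higher score means more depolarization so channel activation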
MrgX1 ag – agonists of human MrgX1 receptor, primary screen, HEK293 cells, Fluo-4 calcium flux; Fluo-4 calcium fluorescence, agonist mode; active compounds read high; 310,000 compounds, 0.44% hits; Mas-related G-protein coupled receptor member X1 (Homo sapiens), Q96LB2; B-score at 10 µM;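 active means calcium response B-score plate-corrected fluorescence ratio at least 3 library SD, with starting fluorescence B-score inside 5 SD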
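Test system: HEK293 cells stably expressing human MrgX1 receptor; Input: fifteen thousand cells per well; Dosing: compound delivered in addition one of three; Schedule: overnight seeding, then 1 h dark dye loading; Technique: Fluo-4 NW calcium fluorescence; Measure: B-scored fluorescence response ratio; Controls: positive and negative controls per plate.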
ANO1 activ – TMEM16A chloride channel activators or potentiators, primary screen, cell-based, HTS; 340,000 compounds, 0.3% hits; B-score at 10 µM; Anoctamin-1 (Mus musculus), Q8BHY3; HEK293 TMEM16A/YFP-H148Q/I152L, iodide quench fluorescence; active compounds read low;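 active means fluorescence-ratio B-score plate-corrected deviation score at least 3 library SD below zero, with starting fluorescence score within 5 deviations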;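 further: channel opened by trigger with iodide after compound preincubation; score built on the fluorescence ratio of max minus min over baseline; more negative score means more quench and so TMEM16A activation or potentiation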
RGS4 block – RGS4 inhibitors, primary screen, cell-based, HEK293 M3R inducible RGS4, calcium flux. Fluo-4 calcium flux; active compounds read high; triggered by carbachol at its EC20. 310,000 compounds, 0.45% hits. Regulator of G-protein signaling 4 (Homo sapiens), P49798. B-score at 10 µM;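 active means B-score, a plate-corrected calcium signal, over three deviations above library mean, with baseline fluorescence within five deviations of library mean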;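 further: RGS4 expression induced by doxycycline in cells with stable M3 receptor; B-score is computed from the integrated fluorescence ratio over baseline after carbachol; higher B-score means a larger calcium signal and so more RGS4 inhibition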
TRPC6 inh – mouse TRPC6 channel inhibitors, primary screen, cell-based, HEK293, membrane potential dye; AID 2553, 2010; Short transient receptor potential channel 6 (Mus musculus), Q61143; ACh-evoked depolarization; active compounds read low; 310,000 compounds, 1.1% hits; B-score at 10 µM;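 active means B-score under library mean minus 3 SD, initial fluorescence not abnormally high, positive integrated signal ratio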;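 further: B-score derived from integrated fluorescence ratio over the kinetic read; more negative B-score means stronger inhibition of depolarization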
TRPC4 potent – positive allosteric modulators of TRPC4, primary screen, cell-based, mouse TRPC4beta, HEK293 mu-opioid, Fluo-4 calcium; B-score at 10 µM; Short transient receptor potential channel 4 (Mus musculus), Q9QUQ5; DAMGO EC20, Fluo-4 Ca2+ flux; active compounds read high; AID 2227, 2009; 310,000 compounds, 0.42% hits;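 active means B-score of calcium response area above 5 SD of library B-scores, with initial fluorescence ratio within 5 SD of library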;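 further: B-score of integrated fluorescence ratio over time as area under calcium response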
Numbers without * were called inactive; i = inactive; . = not tested or not shown.

SMILES	MrgX1 antag	MrgX1 PAM	ANO1 block	TRPC4 agonist	TRPC4 inh	TRPC6 activator	MrgX1 ag	ANO1 activ	RGS4 block	TRPC6 inh	TRPC4 potent
Cc1cc(N2CCOCC2)nc(SCc2ccc(Cl)cc2Cl)n1	i	i	i	i	i	i	i	i	i	i	i
Cc1ccc(-c2nc3ccccc3nc2Cl)cc1	i	i	i	i	i	i	i	i	i	i	i
Cc1cccc(C)c1-n1nnnc1SCSc1nnnn1-c1c(C)cccc1C	i	i	i	i	i	i	i	i	i	i	i
COc1cccc(NC(=O)N2CCCC2C(=O)NC2CC2)c1 (stereo not given)	i	i	i	i	i	i	i	i	i	i	i
CC(C)CC(=O)NC(=S)Nc1ccc(N2CCOCC2)c(Cl)c1	i	i	i	i	i	i	i	i	i	i	i
COc1ccccc1CCNC(=O)C(C)n1nc(C)c2c(C)n(-c3ccccc3)nc2c1=O (stereo not given)	i	i	i	i	i	i	i	i	i	i	i
O=C(NCc1ccccc1F)C1CCN(C(=O)c2sccc2-n2cccc2)CC1	i	i	i	i	i	i	i	i	i	i	i
CCc1ccccc1NC(=O)CSc1nnc([C@@H](N)Cc2ccccc2)o1	i	i	i	.	.	.	i	i	.	.	.
O=C(Nc1ccccc1)N1CC=C(c2ccccc2)CC1	i	i	i	i	i	i	i	.	i	i	i
COc1ccc(/C(O)=C/C(=O)C(=O)NNC(=O)c2ccccc2)cc1	i	i	i	i	i	i	i	i	i	i	i
O=C(Cn1nnc2ccccc2c1=O)NC1CCCCC1	i	i	i	i	i	i	i	i	i	i	i
CCn1c2ccccc2c2cc(/C=N/NC(=O)c3cccc(C)c3)ccc21	i	i	i	i	i	i	i	i	i	i	i
COc1ccc(CNC(=O)COc2cc(=O)n(C)c3ccccc23)cc1	i	i	i	i	i	i	i	i	i	i	i
N#C/C(=C/c1ccc(-c2ccccc2)o1)c1nc(-c2cccs2)cs1	i	i	i	.	.	.	i	i	.	.	.
CCOC(=O)c1c(NC(=O)COC(=O)CNC(=O)c2ccco2)sc(C(C)=O)c1C	i	i	i	i	i	i	i	i	i	i	i
COc1ccc(CCn2c(=N)c(C(=O)NCCN3CCOCC3)cc3c(=O)n4ccccc4nc32)cc1OC	i	i	i	i	i	i	i	i	i	-5.6*	i
COc1ccc2nc(SCC(=O)NC3CCCc4ccccc43)[nH]c2c1 (stereo not given)	i	i	i	i	i	i	i	i	i	i	i
Cc1ccc(C)c(N2CCN(C3CCCCC3NS(=O)(=O)c3ccccc3)CC2)c1 (stereo not given)	i	i	i	i	i	i	i	-6.2*	i	i	i
COc1ccc(NC(=O)C(=O)NNC(=O)C(C)Oc2ccc(Cl)cc2Cl)cc1 (stereo not given)	-6.2*	i	i	i	i	i	i	i	i	i	i
CC1CCCCN1CC(=O)Nc1ccc(Oc2ccccc2)cc1 (stereo not given)	i	i	i	i	i	i	i	i	i	i	i
COc1ccccc1CNS(=O)(=O)c1ccc2c(c1)NC(=O)CS2	i	i	i	i	i	i	i	i	i	i	i
CCn1cc(C(=O)NCC(=O)NCCCN2CCOCC2)c(=O)c2cc3c(cc21)OCO3	i	i	i	i	i	i	i	i	i	i	i
COC(=O)C1=C(C)NC(=O)/C1=C\c1cc(C)n(-c2ccccc2)c1C	i	i	i	i	i	i	i	i	i	i	i
O=C(O)CCCC(=O)Nc1cccc2cccnc12	i	i	i	i	i	i	i	i	i	i	i
COc1cccc(CN2C(=O)CCC2(C)C(=O)NC2CCCC2)c1 (stereo not given)	i	i	i	i	i	i	i	i	i	i	i
Cc1cc(N2C(=O)C(O)=C(C(=O)c3ccco3)C2c2ccc(O)cc2)no1 (stereo not given)	i	i	i	i	i	i	i	i	i	i	i
C/C(=N\NC(=O)CO/N=C(\C)c1cccs1)c1ccc(N)cc1	i	i	i	i	i	i	i	i	i	i	i
Cc1ccc(C(=O)OCC(=O)N(C)C2CCS(=O)(=O)C2)cc1S(=O)(=O)N1CCCCC1 (stereo not given)	i	i	i	i	i	i	i	i	i	i	i
Cn1c(SC(C(=O)Nc2ccc(F)cc2)c2ccccc2)nc2ccccc21 (stereo not given)	i	i	i	i	i	i	i	i	i	i	i
O=C(N/N=C/C=C\c1ccco1)c1ccccn1	i	i	i	i	i	i	i	i	i	i	i
Cc1n(N)c2ccccc2[n+]1CC(=O)c1ccccc1	i	i	i	i	i	i	i	i	i	i	i
O=C(Nc1ccc(NC(=O)C2CCCCC2)nc1)c1ccccn1	i	i	i	i	i	i	i	i	i	i	i
CC(=O)C(Cc1cccc(F)c1)(Cc1cccc(F)c1)C(C)=O	i	i	i	i	i	i	i	i	i	-6*	i
O=C(c1cccc(F)c1)N1CCN(c2ccc([N+](=O)[O-])c(N3CCCCC3)c2)CC1	i	i	i	i	i	i	i	i	i	i	i
CCCCC(=O)NC(=S)Nc1nnn(CCC)n1	i	i	i	i	i	i	i	i	i	i	i
COc1ccc(CCNC(=O)CSc2nc(C)nc3c2oc2ccccc23)cc1OC	i	i	i	i	i	i	i	i	i	i	i
Cc1c(OCC(=O)N[C@@H](Cc2ccccc2)C(=O)O)ccc2c1oc(=O)c1ccccc12	i	i	i	i	i	i	i	i	i	i	i
CN(C)c1ccc(C(CN)c2c[nH]c3ccccc23)cc1 (stereo not given)	i	i	i	i	i	i	i	i	i	i	i
C=C1CCN([C@@H](C)C(=O)NCc2ccc(OC)cc2)S(=O)(=O)c2ccccc21	i	i	i	i	i	i	i	i	i	i	i
O=C(O)Cn1c(CC(=O)N2CCCC2)nc2ccccc21	i	i	i	i	i	i	i	i	i	i	i
Cc1ncoc1C(=O)Nc1ccccc1-c1ccccc1	i	i	i	i	i	i	i	i	i	i	i
Cc1[nH]nc2c1C(c1cccs1)C(C#N)=C(N)O2 (stereo not given)	i	i	i	i	i	i	i	i	i	i	i
CC(C)NS(=O)(=O)c1ccc(NCCCn2ccnc2)c([N+](=O)[O-])c1	i	i	i	i	i	i	i	i	i	i	i
CCOC(=O)c1c(C)nc2sc3c(=O)n(-c4ccc(C(C)=O)cc4)nnc3c2c1-c1ccc(Cl)cc1	i	i	i	i	i	i	i	i	i	i	i
CCCN(CCC)CCCNC(=O)c1cn(CC)c2ccc(S(=O)(=O)N3CCOCC3)cc2c1=O	i	i	i	45*	i	i	i	i	i	i	i
COc1cc(C(=O)NCc2ccc(OCCN(C)C)cc2)cc(OC)c1OC	i	i	i	.	.	.	i	i	.	.	.
CCOC(=O)COc1ccc2c(c1)C(=O)CC1(CCN(C(C)=O)CC1)O2	i	i	i	i	i	i	i	i	i	i	i
CCOC(=O)N1CCN(C(=O)c2c(N)no[n+]2[O-])CC1	i	i	i	i	i	i	i	i	i	i	i
CC(C)c1ccc(-c2nc(N3CCCC3)nc3n[nH]c(N)c23)cc1	-5.4*	i	i	i	i	i	i	i	i	i	i
CC(C)(C)c1ccc(OCC(=O)NCC(c2cccs2)N2CCOCC2)cc1 (stereo not given)	i	i	i	i	i	i	i	i	i	i	i
(cont.)
SMILES	MrgX1 antag	MrgX1 PAM	ANO1 block	TRPC4 agonist	TRPC4 inh	TRPC6 activator	MrgX1 ag	ANO1 activ	RGS4 block	TRPC6 inh	TRPC4 potent
COc1cccc(/C=C2/C(=O)NN(c3ccc(Br)cc3)C2=O)c1O	i	i	i	i	i	i	i	i	i	i	i
CC1(C)Cc2c(cnn2-c2cccc(F)c2)C(NC(=O)c2ccc(=O)[nH]n2)C1 (stereo not given)	i	i	i	i	i	i	i	i	i	i	i
O=c1c(-c2nc3ccccc3s2)cccn1Cc1ccccc1	i	i	i	i	i	i	i	i	i	i	i
COc1ccc(CNc2ncnc3c2[nH]c2cc(OC)c(OC)cc23)cc1	i	i	i	i	i	i	i	i	i	i	i
Nc1ccc(S(=O)(=O)c2ccc(Cl)cc2)cc1	i	i	i	i	i	i	i	i	i	i	i
CC1=C(C(=O)N2CCCC(CCC(=O)NCc3ccc(F)c(F)c3)C2)OCCO1 (stereo not given)	i	i	i	i	i	i	i	i	i	i	i
CC(O)[C@H]1CNC(=O)C(=O)N1CC1(c2ccccc2)CC1 (stereo not given in full)	i	i	i	i	i	i	i	i	i	i	i
CCCn1c(SCC(=O)NC2CCCC2)nc2c1c(=O)n(C)c(=O)n2C	i	i	i	i	i	i	i	i	i	i	i
O=C(CCN1CCN(S(=O)(=O)c2ccc(Cl)cc2)CC1)Nc1ccc(F)cc1	i	i	i	i	i	i	i	i	i	i	i
COc1ccc(CCNC(=O)C(=O)Nc2nccs2)cc1OC	i	i	i	i	i	i	i	i	i	i	i
COC(=O)N1C(=O)[C@](c2ccccc2)(C2CCCC2)N1C(=O)OC	i	i	i	i	i	i	i	i	i	i	i
CC(C)C(=O)N(Cc1ccccc1)c1ccccn1	i	i	i	i	i	i	i	i	i	i	i
COc1ccc(/C=N/Nc2ccccn2)cc1O	i	i	i	i	i	i	i	i	i	i	i
Cc1cc(C)cc(NC(=O)N2CCc3ccccc3C2)c1	i	i	i	i	i	i	i	i	i	i	i
Cc1cccc(C(=O)O/N=C(\N)c2ccccn2)c1	i	i	i	i	i	i	i	i	i	i	i

Screening results (PubChem)
